# High-throughput results: PubChem, several laboratories
# MITF act = increases MITF-driven TRPM1 promoter luciferase signal; 0.75% of 300,000 active; SK-MEL-5 TRPM1-promoter luciferase, 24 h; % of positive control, neutral wells = 0; activation, % at 12.5 µM;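 active means mean activation of at least 80% with every replicate also reaching 80%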;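 further: 0% = neutral control wells and 100% = parthenolide positive control wells; values of inactives mirror those of a sister screen read the other way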
# Tat transport = E. coli Tat transport inhibition. AID 488895. 0.036% of 340,000 active. inhibition, % at 10 µM. E. coli MC4100 TorA-mCherry Tat export, fluorescence;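 active means mean replicate inhibition at least 50% and at least half of replicates individually reaching 50%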;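 further: exported cargo escapes ClpAP degradation while cytoplasmic cargo is degraded and loses fluorescence; 0% = median of neutral control wells and 100% = median of NaSCN control wells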
# CAL PDZ FP-1 = blocks peptide binding to human CAL PDZ domain; 0.02% of 330,000 active; purified CAL PDZ, TMR-peptide fluorescence polarization, 1 h; inhibition, % at 20 µM; AID 504414;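 active means highest replicate inhibition of at least 40%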;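 further: plate controls were DMSO neutral control wells for no effect and unlabeled competitor peptide control wells for full effect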
#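 material = purified tagged CAL PDZ domain construct (CerCALP) | buffer or medium = sodium phosphate/NaCl buffer pH 7.4 with TCEP, IgG, Thesit | reagent = TMR-labelled reporter peptide T*-PRC34 bound in PDZ groove | incubation = 1 h room-temperature incubation prior to read | measured by = fluorescence polarization (mP) | evaluation = percent inhibition from loss of millipolarization | control set = unlabelled peptide and DMSO controls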
# Wnt bcat act = activates Wnt/beta-catenin signaling in a reporter cell assay; activator, plate reader; activation, % at 9.35 µM; 1.2% of 300,000 active; AID 743398; in the data active means activation above about 30%, passing the limit was not always enough;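 further: 0% = neutral control wells and 100% = positive control wells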
# phage Ecoli inh = E. coli growth loss with phage present; growth absorbance; inhibition, % at 11.9 µM; 0.26% of 360,000 active; AID 651602; in the data active means inhibition above about 11%
# SR-BI DiI inh = mouse SR-BI HDL lipid transfer inhibition | ldlA[mSR-BI] CHO cells, DiI-HDL uptake fluorescence, 3 h | AID 488896 | Q61009 | inhibition, % at 12.5 µM | 0.96% of 320,000 active;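 active means mean replicate inhibition of at least 70% and a set share of replicates each scoring 70 or more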;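 further: 0% = median of neutral control wells and 100% = median of positive control wells; values of inactives mirror those of a sister screen read the other way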
# Target sequence (Q61009 whole entry, looked up): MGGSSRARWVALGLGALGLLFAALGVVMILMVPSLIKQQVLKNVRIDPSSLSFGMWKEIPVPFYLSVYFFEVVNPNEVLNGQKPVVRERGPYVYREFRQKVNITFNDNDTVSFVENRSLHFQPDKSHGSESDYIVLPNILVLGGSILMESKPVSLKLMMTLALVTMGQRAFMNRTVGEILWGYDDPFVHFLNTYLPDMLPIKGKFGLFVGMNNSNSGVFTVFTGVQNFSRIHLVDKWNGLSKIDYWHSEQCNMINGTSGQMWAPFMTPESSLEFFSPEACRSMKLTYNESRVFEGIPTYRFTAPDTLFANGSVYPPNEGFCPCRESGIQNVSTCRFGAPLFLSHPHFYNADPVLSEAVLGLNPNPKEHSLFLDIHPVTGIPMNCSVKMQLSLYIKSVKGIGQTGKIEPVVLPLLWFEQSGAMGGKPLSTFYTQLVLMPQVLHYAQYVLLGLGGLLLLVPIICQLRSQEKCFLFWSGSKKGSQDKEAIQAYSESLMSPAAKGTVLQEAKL
# AddAB inh = less growth of phage-infected E. coli with AddAB; inhibition, % at 11.9 µM; E. coli expressing H. pylori AddAB, absorbance growth; 0.29% of 330,000 active; in the data active means inhibition above about 12%;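 further: 0% = vehicle wells of infected cells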
# SR-BI uptake up = enhances SR-BI lipid uptake from DiI-HDL | 0.096% of 320,000 active | activation, % at 12.5 µM | AID 504775 | CHO ldlA[mSR-BI] cells, DiI-HDL uptake fluorescence, 3 h; 100 = double the neutral-control signal;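 active means mean replicate activation of at least 60% and every replicate at or above 60%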;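 further: 0% = median plate neutral-control signal and 100% = twice that signal; values of inactives mirror those of a sister screen read the other way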
#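 Assay system: LDL receptor-deficient CHO ldlA cells overexpressing murine SR-BI / Medium: BSA-supplemented, HEPES-buffered Ham's F12, pH 7.4 / Probe or stimulus: DiI-labelled HDL at 10 µg/mL final / Timing: compound with DiI-HDL co-incubation, 3 h at 37 °C / Technique: bottom-read cell fluorescence after medium removal, ex 550/em 595 nm / Measure: HDL uptake via cellular fluorescence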
# CAL PDZ FP-2 = CAL PDZ (human) peptide binding inhibition. purified CAL PDZ, TMR-peptide fluorescence polarization, 1 h. inhibition, % at 24.9 µM. 0.92% of 300,000 active. AID 602252;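 active means mean inhibition of at least 30% with at least half of replicates also reaching 30%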;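 further: 0% = DMSO neutral control and 100% = excess unlabeled competitor peptide PRC23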
# E coli growth = counter-screen for AddAB inhibitors: E. coli growth inhibition; E. coli V3065 growth, OD600 absorbance, 18 h; inhibition, % at 11.9 µM; 0.27% of 330,000 active;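 active means inhibition above the campaign's mean inhibition across all tested compounds plus 3 SD, cut at about 9.9% in these data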;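 further: uninfected addAB+ strain grown without phage in ampicillin broth; 0% = DMSO wells and 100% = ciprofloxacin 0.95 µg/ml wells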
# An asterisk follows results filed as active; . = no result given. This is a random part of the collection; any-hit rate near 3.6%.
cpd	SMILES	MITF act	Tat transport	CAL PDZ FP-1	Wnt bcat act	phage Ecoli inh	SR-BI DiI inh	AddAB inh	SR-BI uptake up	CAL PDZ FP-2	E coli growth
1	Cc1ccc(-c2noc(CCC(=O)N(C)c3ccccc3C)n2)cc1	.	10	-0.4	.	0.1	18	3.5	-18	.	0.9
2	CC(=O)C1=C(C)NC(SCC(N)=O)=C(C#N)C1CC(C)C (stereo not drawn)	-5	-9	-2.0	-1	3.0	-10	1.5	10	-2	-1.5
3	CC(C)(C)NC(=O)c1ccc2c(c1)N(CC(=O)N1CCN(c3ccc(F)cc3)CC1)C(=O)C(C)(C)O2	-13	2	0.3	.	1.9	24	1.3	-24	0	1.5
4	COc1ccccc1CN1CC(C(=O)NC2(c3ccccc3)CC2)CCC1=O (stereo not drawn)	-2	-3	-0.4	3	1.2	-39	2.6	39	-3	-0.4
5	Cc1ccc(Cl)cc1NC(=O)CN1CCN(C(=O)C2CCCO2)CC1 (stereo not drawn)	-9	-5	-1.8	6	2.9	-15	0.7	15	-6	-0.6
6	Cc1nc(NC(C)C)c2cnn(CCc3ccccc3)c2n1	98*	-7	-1.7	.	3.6	.	-2.4	.	1	0.7
7	OCC1(CCOc2ccccc2)CCN(Cc2ccc3c(c2)OCCO3)CC1	0	-16	-2.6	3	0.5	.	2.9	.	0	5.4
8	O=C(COC(=O)c1ccc2c(c1)OCO2)Nc1nc(-c2ccccc2)cs1	27	-4	-1.0	-1	1.2	-12	-0.2	12	-2	0.2
9	CCC(=O)Nc1ccc2oc(-c3cccc(C)c3)nc2c1	-9	1	-5.3	.	1.6	7	2.8	-7	-2	0.1
10	Nc1ncnc2c1ncn2CCNCCc1ccccc1	0	-11	0.6	1	2.1	-8	3.2	8	-2	1.4
11	CNc1c(NS(=O)(=O)c2ccc(Cl)cc2)c(=O)oc2ccccc12	3	1	0.3	-4	1.7	5	3.9	-5	-3	-1.4
12	CCS(=O)(=O)NCCc1cc2c(OC)ccc(OC)c2[nH]c1=O	-8	-6	-0.8	0	1.2	-12	1.2	12	-4	1.4
13	Cc1cnc(NS(=O)(=O)c2ccc(Cl)cc2)c(Br)c1	-1	18	-1.3	-1	5.6	-3	0.0	3	-12	3.0
14	Cc1nn(CCCC(=O)Nc2c(F)cc(F)cc2Br)c(C)c1[N+](=O)[O-]	-10	-5	-1.0	-1	-0.3	-15	0.6	15	-6	1.6
15	CCOC(=O)C1(C)/C(=N/Nc2ccccc2)C(=O)C(=O)N1c1ccccc1 (stereo not drawn)	5	13	-1.1	5	1.9	-12	1.0	12	2	3.6
16	CCCCOc1c(C(=O)Nc2ccccc2)nnn1-c1ccccc1	9	-6	-0.1	-3	4.4	30	4.2	-30	.	1.0
17	CC1CC1c1ccc(/C=C(\C#N)C(=O)Nc2cccc(Cl)c2Cl)o1 (stereo not drawn)	25	-5	-1.6	12	3.4	.	1.9	.	2	-0.8
18	O=C(NCc1ccc(Cl)c(Cl)c1)C1CCCC1	.	.	.	2	0.3	.	-1.0	.	.	-1.5
19	O=C(Nc1ccccc1C(=O)N1CCCC1)c1ccc(Cl)c([N+](=O)[O-])c1	-3	3	0.0	-7	2.6	10	0.7	-10	2	-1.3
20	COc1cc(NC(=O)c2ccc(COCC(F)(F)F)cc2)cc(OC)c1OC	-2	-9	.	.	1.9	31	-1.0	-31	-1	0.3
21	Cc1ccc(C)c(-n2cc(CNCCCn3cccn3)c(-c3ccccc3)n2)c1	7	-2	-1.6	2	3.4	.	2.2	.	0	-1.4
22	COc1ccc(-c2cc3ccccc3oc2=O)cc1NC(=O)c1ccc([N+](=O)[O-])o1	-55	1	-1.6	.	3.6	64	3.7	-64	.	0.4
23	COCc1nn2c(N)c(-c3ccccc3)cnc2c1-c1ccccc1	108*	2	-0.4	8	1.2	21	-2.5	-21	.	-1.8
24	CC1CCN(c2nc3ccccc3n2CC(=O)c2ccccc2)CC1	6	18	-1.5	5	3.8	26	2.4	-26	0	2.7
